Screens as filed in PubChem.
hERG rescue: hERG rescue from dofetilide block, primary screen, cell-based, CHO-hERG, FluxOR thallium flux, dofetilide IC70 | 0.51% of 310,000 active | dofetilide IC70 present | Voltage-gated inwardly rectifying potassium channel KCNH2 (Homo sapiens), Q12809 | activation (rescue from dofetilide block), less the hit threshold, % at 10 µM | AID 1511, 2009;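 active = activation above the mean of controls blocked by dofetilide plus 5 SD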;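 also: thallium influx through hERG after potassium depolarization seen as dye fluorescence rise; in these data hits start at about 4.7%; inactives centre near -7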
HDAC3 inh: HDAC3 deacetylase inhibitors, primary screen, biochemical, fluorescence, cell-free homogeneous; 0.15% of 320,000 active; AID 2718, 2010; recombinant HDAC3, fluorogenic peptide/trypsin coupled; Histone deacetylase 3 (Homo sapiens), O15379; inhibition, % at 8.3 µM; in the data active = inhibition above about 26%, passing the limit was not always enough
KCNQ1 block: inhibitors of human KCNQ1 channel, primary screen, cell-based, thallium flux, high-throughput; Potassium voltage-gated channel subfamily KQT member 1 (Homo sapiens), P51787; CHO-K1 KCNQ1, FluxOR thallium flux fluorescence; hits give high values; B-score at 10 µM; 1.3% of 310,000 active;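 active = compounds whose thallium flux B-score, printed positive for inhibition, exceeds three library SD while starting fluorescence stays within three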;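 also: channel opened by potassium depolarization with thallium stimulus after 20 min compound exposure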
KCNQ1 act: potentiators or activators of KCNQ1 channel, primary screen, cell-based, thallium flux, high-throughput; Potassium voltage-gated channel subfamily KQT member 1 (Homo sapiens), P51787; CHO-K1 KCNQ1, thallium flux FluxOR fluorescence; hits give high values; B-score at 10 µM; 0.35% of 310,000 active; AID 2648, 2010;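 active = fluorescence ratio B-score, a plate-corrected score, at least three library SD, with initial intensity B-score within 5 SD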
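Doses: Single concentration per compound, DMSO matched to controls | Test system: KCNQ1-transfected CHO-K1 cells | Timing: 90 min dye loading and 20 min compound exposure, both at room temperature | Measured by: Kinetic FluxOR thallium fluorescence, 10-s 1-Hz baseline, 110-s post-stimulus read | Medium: Assay buffer with matched DMSO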
Dyrk1A ADPGlo: rat Dyrk1A kinase inhibitors, primary screen, biochemical, single point, plate reader; Dual specificity tyrosine-phosphorylation-regulated kinase 1A (Rattus norvegicus), Q63470; ADP-Glo luminescence, NFATc1 peptide; inhibition, % at 12.5 µM; 0.43% of 310,000 active; in the data active = inhibition above about 50%;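 also: plate controls were vehicle with enzyme for no effect and no enzyme for full effect; many of its hits are not listed in these tables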
GSK3 alpha inh: blockers of GSK3A enzyme activity – biochemical, luminescence, cell-free homogeneous, HTS, primary screen. AID 2650, 2010. Glycogen synthase kinase-3 alpha (Homo sapiens), P49840. GSK-3 alpha kinase, ADP-Glo luminescence, 60 min. 0.1% of 320,000 active. inhibition, % at 10 µM;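 in the data active = inhibition above about 50%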;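 also: GST-tagged GSK-3 alpha with peptide substrate and 25 µM ATP; 0% = DMSO neutral wells and 100% = GW8510 positive control wells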
KCNK9 block: KCNK9 potassium channel inhibitors, primary screen, HEK293 cells, thallium flux. 1.2% of 310,000 active. B-score at 10 µM. FluxOR thallium flux fluorescence; hits give low values;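 active = ratio B-score over 3 SD below the library mean, with starting fluorescence within 5 SD of its mean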;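 also: negative B-score means less thallium flux so channel inhibition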
Target sequence (Q9NPC2 whole entry, looked up): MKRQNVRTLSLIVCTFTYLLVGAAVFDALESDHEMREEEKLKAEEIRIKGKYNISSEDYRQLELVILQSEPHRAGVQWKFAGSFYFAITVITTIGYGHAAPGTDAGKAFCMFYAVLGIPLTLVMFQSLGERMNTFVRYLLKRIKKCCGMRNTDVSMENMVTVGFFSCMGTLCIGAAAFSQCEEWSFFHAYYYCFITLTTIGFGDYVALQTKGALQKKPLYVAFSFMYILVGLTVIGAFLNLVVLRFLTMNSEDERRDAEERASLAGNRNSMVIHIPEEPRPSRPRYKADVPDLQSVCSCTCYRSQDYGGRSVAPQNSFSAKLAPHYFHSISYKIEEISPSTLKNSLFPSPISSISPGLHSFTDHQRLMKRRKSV
RGS4 pot: RGS4 potentiators or activators, primary screen, cell-based, HEK293 M3R inducible RGS4, calcium flux; carbachol calcium flux Fluo4; hits give low values; B-score at 10 µM; 0.92% of 310,000 active;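 active = B-score of the integrated calcium signal more than 4 SD below the library mean, with starting fluorescence not abnormally high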;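 also: negative B-score means reduced calcium response which marks RGS4 activation or potentiation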
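Detection: kinetic calcium fluorescence imaging with Fluo4-AM dye, 2 µM / Material: HEK293 cells with stable M3R and inducible RGS4 / Schedule: recording 10 s baseline at 1 Hz, 100 s post-agonist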
PolyA inh: polyadenylation inhibitors in yeast reporter cells, primary screen, luminescence, S. cerevisiae | S. cerevisiae SKY197-pL101 polyadenylation reporter, beta-gal luminescence; efflux-impaired pdr1/pdr3 knockout yeast; score 100 = 6 SD above DMSO | calls only at 12 µM | 0.02% of 300,000 active | AID 1875, 2009;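 active = lowest replicate activity score at least 50, where 100 means six control SD above control mean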;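 also: yeast exposed to compound for 9 h at 30 °C; higher score means more reporter readthrough which indicates perturbed polyadenylation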
GSK3B inh: human GSK3beta kinase inhibitors, primary screen, biochemical, cell-free homogeneous, HTS | GST-GSK3beta kinase, ADP-Glo luminescence, 60 min; hits give low values | activity score (negative = inhibition), % at 10 µM | 0.038% of 300,000 active | AID 2097, 2009;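 active = more than half of replicate wells score below -50%, meaning over 50% inhibition versus plate controls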;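 also: 0% = median DMSO wells and -100% = median GW8510 positive control wells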
Target sequence (P49841 whole entry, looked up): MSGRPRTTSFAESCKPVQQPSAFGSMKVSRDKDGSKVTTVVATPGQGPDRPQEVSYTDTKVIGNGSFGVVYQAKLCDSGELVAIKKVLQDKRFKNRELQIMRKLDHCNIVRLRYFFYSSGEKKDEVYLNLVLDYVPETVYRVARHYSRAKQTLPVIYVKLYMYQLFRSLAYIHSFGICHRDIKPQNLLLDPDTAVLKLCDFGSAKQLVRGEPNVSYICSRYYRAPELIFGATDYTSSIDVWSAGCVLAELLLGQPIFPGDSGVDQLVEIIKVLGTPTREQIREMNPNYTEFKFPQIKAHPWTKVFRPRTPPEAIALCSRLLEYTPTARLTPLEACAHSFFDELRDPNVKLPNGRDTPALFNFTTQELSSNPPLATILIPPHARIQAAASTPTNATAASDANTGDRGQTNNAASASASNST
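Test system – GST-tagged human GSK3beta kinase, cell-free · Incubation – 60 min enzyme reaction, room temperature · Signal – ADP-Glo luminescence · Also added – peptide substrate and ATP at 25 µM · Controls – DMSO neutral wells and GW8510 at 20 µM as positive · Buffer or medium – Tris/MgCl2 kinase buffer · Measure – Luminescence-derived activity versus plate DMSO and GW8510 wells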
KCNK3 inh: human KCNK3 channel inhibitors, primary screen, CHO cells, FluxOR thallium flux, B-score; Potassium channel subfamily K member 3 (Homo sapiens), O14649; FluxOR fluorescence; hits give low values; B-score at 10 µM; 0.84% of 340,000 active; AID 602410, 2012;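 active = B-score under library mean minus 4 SD, starting fluorescence ratio at most library mean plus 5 SD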;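 also: more negative B-score means stronger inhibition of thallium flux through KCNK3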
An asterisk follows results filed as active; i = inactive; . = no result given.

Molecule	hERG rescue	HDAC3 inh	KCNQ1 block	KCNQ1 act	Dyrk1A ADPGlo	GSK3 alpha inh	KCNK9 block	RGS4 pot	PolyA inh	GSK3B inh	KCNK3 inh
O=C(NNC(=O)c1c(F)cccc1F)c1sccc1-n1cccc1	-7.5	-4.4	i	i	6.5	-1.1	i	i	i	2.2	i
O=S(=O)(Nc1ccc(Cl)cc1)c1ccc(N2CCOCC2)c(NC(=S)NC2CC2)c1	-11.1	1.5	i	i	-5.7	-1.7	i	-11.7*	.	2.2	i
Cc1cc(C)c(NC(=O)CSc2nnc(Cc3cccn3C)n2-c2ccc(F)cc2)c(C)c1	-10.4	-0.5	i	i	5.6	-0.1	i	i	i	-0.2	i
O=C(Nc1ccccc1)C1=C[C@@H](c2ccc3c(c2)OCO3)C[C@@H](OCCCCO)O1	-6.4	-3.9	i	i	-4.8	3.9	i	i	i	1.4	i
Cn1c(SCC(=O)c2ccccc2)nc2cccnc21	-6.9	3.6	i	i	-2.5	0.0	i	i	i	4.2	i
CCc1cccc(NC(=O)CCS(=O)(=O)c2ccc3c(c2)NC(=O)CO3)c1	-2.3	-4.0	i	i	-1.5	-0.9	i	i	i	-21.5	i
COCCCN(C(=S)NC(=O)C(C)(C)C)c1c(N)n(Cc2ccccc2)c(=O)[nH]c1=O	-4.9	.	i	i	5.9	4.0	i	i	i	-1.4	i
Cc1ccc(C(=O)/C=C/c2ccc3ncccc3c2)cc1	-8.1	3.9	i	i	.	-0.6	i	i	i	-37.4	i
CCOc1ccc(C(C)(N)C(=O)O)cc1 (centres undefined)	-11.4	-0.2	i	i	-7.1	-2.7	i	i	.	1.0	i
O=C(COC(=O)c1ccc(NS(=O)(=O)c2ccc(Br)s2)cc1)NC1CCCC1	-10.1	-1.9	i	i	-1.1	-6.1	i	i	i	0.5	i
CC(=O)N1CCc2cc(S(=O)(=O)N3CCc4ccccc43)ccc21	-12.0	7.2	i	i	0.1	0.2	i	i	i	1.3	i
COc1ccc(NS(=O)(=O)c2cccc(C(=O)NCCCN3CCOCC3)c2)cc1	-11.4	4.4	i	i	2.5	-1.5	i	i	i	0.9	i
CCCNC(=O)c1ccccc1NC(=O)c1ccc2c(=O)n3c(nc2c1)CCC3	-14.6	.	i	i	7.3	.	i	i	i	5.8	i
S=C(Nc1cccc(Br)c1)c1ccccc1	-15.9	-6.1	i	i	4.3	-1.0	i	i	i	-0.5	i
Nc1ncnc2c1ncn2Cc1ccccc1	-7.6	-6.4	i	i	-1.0	-2.6	i	i	i	-3.9	i
Cc1cccc(NC(=O)c2cc(-c3cc(Cl)ccc3O)n[nH]2)c1	-6.3	-0.9	i	i	-1.3	0.5	i	i	i	-4.5	i
CCc1ccc(NC(=S)/N=C(\N)Nc2nc(C)c3cc(CC)ccc3n2)cc1	-11.9	-2.7	i	i	-3.4	-2.9	i	i	i	3.1	i
Cc1cccc(C)c1OCC(=O)Nc1c(C)nn(C)c1C	-7.5	-3.4	i	i	4.3	-2.4	i	i	i	-1.0	i
COC(=O)c1ccc(CN2C(=O)NC3(CCCCC3C)C2=O)o1 (centres undefined)	-5.9	-3.3	i	i	-3.9	-0.6	i	i	i	2.7	i
CNC(=O)c1cc2ccccc2o1	-1.5	2.0	i	i	-1.9	-2.9	i	i	i	1.8	i
Cc1cc(C)n(-c2nc(Nc3ccccc3)nc(-n3nc(C)cc3C)n2)n1	-1.5	-3.7	i	i	-1.6	-1.5	i	i	i	0.4	i
Cc1c(C(=O)NCCO)sc2nc3n(c(=O)c12)CCC3	-7.6	-3.9	i	i	3.8	-5.2	i	i	i	4.9	i
CCOc1ccc(S(=O)(=O)Nc2cccc(C(=O)N3CCN(C(C)=O)CC3)c2)cc1	-6.6	-3.2	i	i	1.6	-1.8	i	i	i	2.3	i
COc1ccc2sc(N(CCCN(C)C)C(=O)c3ccc(S(=O)(=O)N4CCCC4)cc3)nc2c1	-7.5	1.9	i	i	6.3	-2.1	i	-7.25*	i	0.0	i
COc1ccccc1NC(=O)CSc1nnc(CCC(=O)Nc2ccccc2F)n1C	-8.4	-3.7	i	i	3.3	-2.8	i	i	i	2.3	i
Cc1cc(C)n(CCC(=O)N2CCCC(N3CCN(c4cccc(Cl)c4)CC3)C2)n1 (centres undefined)	-7.2	-0.6	i	i	-3.2	0.0	i	i	i	0.9	i
CSc1oc(-c2ccc(F)cc2)nc1S(=O)(=O)c1ccc(F)cc1	-8.4	0.8	i	i	1.6	-1.7	i	i	i	0.0	i
COc1ccc(-n2c(SCC(=O)Nc3ccc4c(c3)OCO4)nnc2C(C)N2CCCCC2)cc1 (centres undefined)	-9.3	4.0	i	i	8.3	-0.9	i	i	i	1.8	i
O=C(CN(Cc1cccs1)C(=O)CN1C(=O)COc2ccccc21)NCc1ccco1	-7.1	-0.3	i	i	-9.4	-0.1	i	i	i	3.5	i
O=C(/C=C/c1cc2c(cc1Br)OCO2)NCc1ccc(F)cc1	-4.4	3.4	i	i	1.9	-3.6	i	i	i	-3.6	i
COCCOC(=O)c1c(C)oc2ccc(NS(=O)(=O)c3cccs3)cc12	-8.6	-2.3	i	i	5.7	-2.1	i	i	i	-2.6	i
C=CCOC(=O)/C(=C\C=C\c1ccccc1)NC(=O)c1ccccc1	-5.5	11.4	i	i	-2.8	-1.6	i	i	i	0.0	i
COc1ccc(OCCC(=O)OCC(=O)Nc2cccc(Br)c2)cc1	-4.8	11.9	i	i	-1.4	3.5	i	i	i	1.0	i
O=C(NC1CCSc2ccccc21)c1ccc(Cl)c(S(=O)(=O)N2CCOCC2)c1 (centres undefined)	-6.9	-1.7	i	i	-6.1	0.0	i	i	i	0.2	i
Cc1c(C=O)c2ccccc2n1CC(=O)O	-6.3	-0.5	i	i	1.8	0.4	i	i	i	0.9	i
O=C(CCn1c(=O)[nH]c2ccsc2c1=O)NCCc1ccc(Cl)cc1	-7.0	0.6	i	i	-7.8	-1.8	i	i	i	0.7	i
O=C(COC(=O)c1ncc(Cl)c(Cl)c1Cl)NC(=O)NCc1ccccc1	-10.1	-3.2	i	i	-3.1	-3.5	i	i	i	-0.9	i
O=C(CCSc1nnc(-c2ccncc2)o1)Nc1cccc2ccccc12	-7.5	1.5	i	i	6.1	-0.7	i	i	i	2.9	i
CC(C)CC(C(=O)NC1CCCCC1)N(Cc1ccccc1)C(=O)c1snc(C(N)=O)c1N (centres undefined)	-14.1	10.5	6*	i	12.6	0.8	i	i	i	-4.0	i
Cc1c(C(=O)OCC2CCCO2)[nH]c2c1C(=O)CC(c1ccco1)C2 (centres undefined)	-10.0	3.3	i	i	1.4	4.6	i	i	i	-5.3	i
CC(=O)c1c(C(C)=O)c(C)n(-c2ccc(C)c(NC(=O)c3ccccc3Cl)c2)c1C	-19.1	1.5	i	i	-11.9	-2.0	i	i	i	-1.6	i
COC(=O)c1ccccc1S(=O)(=O)N1CCC(C(=O)OCc2ccc([N+](=O)[O-])cc2)CC1	-8.0	0.6	i	i	-4.3	-0.8	i	i	i	0.2	i
O=C(/C=C/c1cccc([N+](=O)[O-])c1)NCCSCc1ccc(Cl)cc1Cl	-13.3	2.4	i	i	-4.9	-3.8	-14.3*	i	i	3.8	i
C=CCOc1ccccc1C(=O)/C=C1/C(=O)Nc2ccccc21	-6.5	2.7	i	i	0.8	0.4	i	i	i	0.6	i
OCCN1CCN(c2ncnc3sc(-c4ccccc4)cc23)CC1	-8.9	-1.3	i	i	23.5	4.6	i	i	i	-1.7	i
CCn1c(CNC(=O)Cc2ccc(OC)cc2)nnc1SCC(=O)NC1CCCCC1	-13.8	-3.4	i	i	-6.0	-2.9	i	i	i	0.3	i
COc1ccc(CNC(=O)CCCOc2cc(=O)n(C)c3ccccc23)cc1	-11.4	3.6	i	i	-5.5	-1.1	i	i	i	1.4	i
COc1ccc2c(c1)c(C(O)CN1CCC3(CC1)OCCO3)c(C)n2C (centres undefined)	-6.2	.	i	i	.	.	i	i	i	-23.0	.
CN(C)c1ccc(C(CNS(=O)(=O)c2ccc(F)c(F)c2)c2c[nH]c3ccccc23)cc1 (centres undefined)	-8.9	4.1	i	i	-3.9	-2.2	i	i	i	-5.4	i
COc1ccc(CCNS(=O)(=O)c2cn(C)nc2C)cc1	-1.6	5.0	i	i	.	2.5	i	i	i	-1.1	i

Entries of single compounds as entered above. Order of screens: hERG rescue	HDAC3 inh	KCNQ1 block	KCNQ1 act	Dyrk1A ADPGlo	GSK3 alpha inh	KCNK9 block	RGS4 pot	PolyA inh	GSK3B inh	KCNK3 inh
CC(=O)c1c(C(C)=O)c(C)n(-c2ccc(C)c(NC(=O)c3ccccc3Cl)c2)c1C as listed: -19.1	1.5	i	i	-11.9	-2.0	i	i	i	-1.6	i
O=C(/C=C/c1cccc([N+](=O)[O-])c1)NCCSCc1ccc(Cl)cc1Cl as listed: -13.3	2.4	i	i	-4.9	-3.8	-14.3*	i	i	3.8	i

A portion of the library; the hit share may differ from the screen's.
